Screening data as filed in PubChem.
ELG1 DNA repair: qHTS screen for small molecules that inhibit ELG1-dependent DNA repair in human embryonic kidney (HEK293T) cells expressing luciferase-tagged ELG1; HEK293T ELG1-luciferase reporter, luminescence, 16 h; DNA damage induced by 5-fluorouridine; Potency, µM (titrated, usually from 46.1 µM), without a hit: at the top dose activity change, negative = inhibition, actives largely listed as inhibitors; 330,000 compounds, 2.3% hits; AID 504467, 2011; further: potency means the concentration at half of the fitted maximal effect; on the % scale 0 is the no-effect control and ±100 the full control effect; nearly all actives have a fitted effect of over 55% in size
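Reporter activity after DNA damage by 5-fluorouridine is monitored. Compound-treated cells incubate 16 hr at 37 °C, then ONE-Glo is added for 30 min before luminescence reading.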
Mito fusion act: qHTS Assay for Small Molecule Inhibitors of Mitochondrial Division or Activators of Mitochondrial Fusion; Potency, µM (doses to about 46.1 µM), for inactives: at the highest dose growth rescue (activation), actives largely listed as activators; S. cerevisiae fusion-defective mutant growth rescue, CellTiterGlo 48 h; AID 485298, 2010; 320,000 compounds, 0.23% hits;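 further: potency means the concentration at half of the fitted maximal effect; % of control where 0% means no effect; nearly all actives have a fitted effect of over 45% in size; temperature-sensitive fusion mutants such as fzo1-1 at 37 °C on non-fermentable ethanol glycerol medium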
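Temperature-sensitive fusion-defective S. cerevisiae (e.g. fzo1-1, mgm1-5) were grown with compound in YPEG medium (3% ethanol, 3% glycerol) for 48 hours at 37C. Growth rescue was measured as viability by CellTiterGlo luminescence after 10 minutes at ambient.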
PKM2 activator: qHTS Assay for Activators of Human Muscle isoform 2 Pyruvate Kinase. purified PKM2, Kinase-Glo ATP luminescence, activation; response scale: 0% is enzyme alone, no compound. Potency, µM (highest dose often 57.5 µM), inactives show at the top dose activation, most hits filed as activators. 260,000 compounds, 0.34% hits. AID 1631, 2009; further: potency means the concentration at half of the fitted maximal effect; on the % scale 0 is the no-effect control and ±100 the full control effect; nearly all actives have a fitted effect of over 55% in size
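Purified hPK-M2 (>95%) run at intermediate activity with 0.1 mM ADP and 0.5 mM PEP in 50 mM imidazole pH 7.2, KCl, MgCl2; 1 h room temperature. ATP formed read by Kinase-Glo luminescence; normalized to uninhibited and no-enzyme controls.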
KCNH2 3.1 block: qHTS for Inhibitors of KCHN2 3.1: Mutant qHTS; Potassium voltage-gated channel subfamily H member 2, brain isoform KCNH2 3.1 (human); U2OS KCNH2 3.1, thallium flux FluxOr; hits give low values; activity change, % (tested at about 1.8 µM); 340,000 compounds, 0.95% hits; AID 720553, 2013;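 active means maximum activity change below -70%; inconclusive means maximum activity change from -70% to -50%; inactive means maximum activity change above -50%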;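 further: thallium influx rate constant from kinetic fluorescence after stimulation buffer; on the % scale 0 is the no-effect control and ±100 the full control effect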
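Virally transduced U2OS (3.1 isoform, 4 h infection in dark at RT) → overnight 37 C → FluxOr + Red40 in HBSS/HEPES, 45 min → stimulation buffer, 2 min kinetic read → rate constant vs DMSO controls.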
Menin-MLL TR inh: qHTS Assay for Inhibitors Targeting the Menin-MLL Interaction in MLL Related Leukemias: Competition With Texas Red Labeled MLL-derived Mutant Peptide; O00255; Menin + Texas Red MLL mutant peptide, fluorescence polarization; Potency, µM (highest dose often 61.6 µM), without a hit: at the top dose FP activity change, negative = inhibition, usual class: inhibitors; 270,000 compounds, 0.23% hits; active means well fitted inhibition curve with a large enough effect in the polarisation, with a control signal flat, not every such curve was filed as active; inconclusive means small, poorly fitted or top-dose-only effect, or effect the other way, or a change in a side signal; inactive means no such curve, though single readings can be large or run the other way; the % refers to the polarisation; further: potency means the concentration at half of the fitted maximal effect; % of control where 0% means no effect; many of its hits are not listed in these tables
MBNL1-CUG inh: qHTS Assay for Inhibitors of MBNL1-poly(CUG) RNA binding; Potency, µM (doses to about 57.5 µM), inactives show top-dose activity change, negative = inhibition, hits mostly inhibitors; 280,000 compounds, 0.036% hits; AID 2675, 2010; Muscleblind-like protein 1 (Homo sapiens), Q9NR56; TR-FRET MBNL1-His/biotin-(CUG)12 binding, 665/545 ratio; active means well fitted inhibition curve with a large enough effect in the signal ratio, with a control signal flat, not every such curve was filed as active; inconclusive means small, poorly fitted or top-dose-only effect, or effect the other way, or a change in a side signal; inactive means no such curve, though single readings can be large or run the other way; the % refers to the signal ratio; further: potency means the concentration at half of the fitted maximal effect; on the % scale 0 is the no-effect control and ±100 the full control effect
Target sequence (Q9NR56 whole entry, looked up): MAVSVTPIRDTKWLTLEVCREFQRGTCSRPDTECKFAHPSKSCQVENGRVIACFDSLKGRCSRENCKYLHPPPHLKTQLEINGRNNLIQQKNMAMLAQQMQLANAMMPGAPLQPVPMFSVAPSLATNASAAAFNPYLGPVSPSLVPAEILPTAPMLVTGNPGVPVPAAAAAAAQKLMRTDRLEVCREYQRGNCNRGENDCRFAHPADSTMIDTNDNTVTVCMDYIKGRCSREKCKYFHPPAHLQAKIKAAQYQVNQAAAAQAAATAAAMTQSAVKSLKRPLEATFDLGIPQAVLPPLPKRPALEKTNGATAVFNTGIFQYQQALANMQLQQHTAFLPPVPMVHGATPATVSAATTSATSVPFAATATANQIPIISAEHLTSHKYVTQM
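Ratiometric TR-FRET (665 over 545 nm, excitation 340 nm) tracks disruption of MBNL1-His/biotin-(CUG)12 complex after 60 min at room temperature, with compounds at 92 nM to 58 uM final.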
NPC1 prom act: qHTS Assay for NPC1 Promoter Activators; Huh7 NPC1 promoter luciferase reporter, 24 h; 320,000 compounds, 2.4% hits; AID 485313, 2010; Potency, µM (series often up to 9.22 µM), for inactives: at the top dose activation, most hits filed as activators;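 further: potency means the concentration at half of the fitted maximal effect; % of control where 0% means no effect; nearly all actives have a fitted effect of over 60% in size; reporter is driven by a mutant NPC1 promoter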
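NPC1 promoter–luciferase Huh7 cells; 24 h compound; luminescence.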
Rab9 prom act: qHTS Assay for Rab9 Promoter Activators | Huh7 Rab9 promoter-luciferase reporter, luminescence, 24 h | Potency, µM (doses to about 9.22 µM), for inactives: top-dose activation, negative = inhibition, hits mostly activators | 320,000 compounds, 2.8% hits; further: potency means the concentration at half of the fitted maximal effect; % of control where 0% means no effect; nearly all actives have a fitted effect of over 60% in size
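Using Huh7 cells stably transfected with Rab9 promoter–luciferase, compounds were incubated 24 h at 37 °C, 5% CO2; luciferase luminescence was read 10 min after reagent addition.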
Gal4-VP16 FLuc: VP16 counterscreen qHTS for inhibitors of ROR gamma transcriptional activity; Drosophila S2 Gal4-VP16 UAS-luciferase, luminescence, 20 h; Potency, µM (series often up to 53.6 µM), inactives show top-dose activity, negative = inhibition, hits mostly inhibitors; 310,000 compounds, 3.5% hits; AID 2546, 2010;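 further: Gal4-VP16 expression switched on by copper sulfate through the metallothionein promoter; potency means the concentration at half of the fitted maximal effect; on the % scale 0 is the no-effect control and ±100 the full control effect; nearly all actives have a fitted effect of over 50% in size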
RORg inh: qHTS for inhibitors of ROR gamma transcriptional activity | Nuclear receptor ROR-gamma (Mus musculus), P51450 | Drosophila S2 Gal4-RORgamma UAS-luciferase reporter, 20 h | Potency, µM (highest dose often 53.6 µM), for inactives: at the highest dose activity change, negative = inhibition, hits mostly inhibitors | 310,000 compounds, 5.4% hits | AID 2551, 2010; further: potency means the concentration at half of the fitted maximal effect; on the % scale 0 is the no-effect control and ±100 the full control effect; nearly all actives have a fitted effect of over 60% in size
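Luciferase reporter read in Schneider cells carrying Gal4-RORγ (mouse) and UAS-Photinus luciferase; cells given compound 1 h before 700 uM copper sulfate induction, then incubated 20 h at ambient temperature.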
FLuc modulator: qHTS profiling assay for firefly luciferase inhibitor/activator using purifed enzyme and Km concentrations of substrates (counterscreen for miR-21 project). Luciferin 4-monooxygenase (Photinus pyralis), P08659. purified FLuc, Km substrates, luminescence inhibition. Potency, µM (series often up to 57.5 µM), without a hit: at the top dose activity change, negative = inhibition, hits mostly inhibitors. 360,000 compounds, 6.9% hits. AID 588342, 2011;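 further: potency means the concentration at half of the fitted maximal effect; plate controls were vehicle for no effect and reference inhibitor for full effect; nearly all actives have a fitted effect of over 55% in size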
Target sequence (P08659 whole entry, looked up): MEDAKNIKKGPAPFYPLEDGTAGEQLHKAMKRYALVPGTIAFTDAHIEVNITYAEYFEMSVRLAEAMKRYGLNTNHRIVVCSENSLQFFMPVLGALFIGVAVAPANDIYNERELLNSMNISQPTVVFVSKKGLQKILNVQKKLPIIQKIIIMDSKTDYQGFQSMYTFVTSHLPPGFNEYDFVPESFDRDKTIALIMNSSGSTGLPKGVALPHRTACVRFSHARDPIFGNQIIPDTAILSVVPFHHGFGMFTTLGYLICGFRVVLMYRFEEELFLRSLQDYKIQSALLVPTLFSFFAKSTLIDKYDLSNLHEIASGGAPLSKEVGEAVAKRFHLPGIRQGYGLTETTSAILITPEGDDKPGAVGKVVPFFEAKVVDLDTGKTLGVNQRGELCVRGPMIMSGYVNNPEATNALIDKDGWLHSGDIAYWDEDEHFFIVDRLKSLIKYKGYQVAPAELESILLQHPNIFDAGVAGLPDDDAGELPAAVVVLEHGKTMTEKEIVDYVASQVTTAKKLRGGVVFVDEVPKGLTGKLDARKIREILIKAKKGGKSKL
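Purified P. pyralis luciferase, 10 nM final, with Km-level 10 uM D-luciferin and 10 uM ATP in 50 mM Tris acetate pH 7.5, 10 mM Mg acetate, 0.01% Tween-20, 0.05% BSA; 6-point qHTS titration about 60 µM downward; luminescence read.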
* hit, by the source's call; ? = inconclusive; · = no result given; [ ] = dose if it differs, or a comment. Unless noted, the call rests on the fitted dose curve; in most records, active means well fitted curve in the direction sought with a large enough effect; inconclusive means small, poorly fitted or top-dose-only effect, or another doubt; inactive means no such curve, though single readings can be large; an effect the other way counts as inactive or inconclusive. An excerpt, so the mix of outcomes need not match the whole.

Each structure is followed by: ELG1 DNA repair, Mito fusion act, PKM2 activator, KCNH2 3.1 block, Menin-MLL TR inh, MBNL1-CUG inh, NPC1 prom act, Rab9 prom act, Gal4-VP16 FLuc, RORg inh, FLuc modulator
#1 CN(C)c1cc(NC(=O)CNC(C)(C)C)c2ccccc2n1
  -6%, 0%, ?, 6, ·, -5%, 1%, -5%, 12%, -20%, 0%
#2 O=C(NNS(=O)(=O)c1ccccc1[N+](=O)[O-])c1ccccc1Cl
  11%, 5%, 1%, -6, -1%, 2%, -2%, -7%, -8%, 10%, 6%
#3 CCc1ccc(S(=O)(=O)Nc2ccc(Br)cn2)cc1
  0%, 11%, 2%, -6, 16%, 3%, -3%, 1%, -5%, 12%, 1%
#4 COc1cccc(/C=N\NC(=O)Cn2nnc3ccccc32)c1O
  -6%, 6%, 2%, -38, -1%, 3%, -14%, -26%, 3.2µM*, 1.3µM*, 17µM*
#5 OCC1(Cc2ccccc2F)CCCN(CCc2ccccc2)C1 (centres undefined)
  -5%, -3%, -1%, -39, -8%, 3%, 2%, -1%, 2%, -7%, 0%
#6 CC(=O)N(C)c1ccc(OCC(O)CN(c2ccccc2C)S(=O)(=O)c2ccc(C)cc2)cc1 (centres undefined)
  -19%, -2%, -1%, 14, ·, -3%, -3%, 1%, -20%, 23%, 5%
#7 O=C1OC(c2ccc3c(c2)OCO3)N(C(=O)c2ccc(Cl)c(Cl)c2)c2ccccc21 (centres undefined)
  ?, ?, -3%, 5, ·, -5%, ?, 3.2µM*, ?, ?, -1%
#8 O=c1cc(CSc2nnc3ccccn23)c2c(ccc3ccccc32)o1
  -7%, 28%, 7%, 4, -4%, ?, 1%, -3%, -2%, ?, 1%
#9 Cc1ccc(/C=C(\NC(=O)c2ccccc2)C(=O)NCC2CCCO2)o1 (centres undefined)
  0%, 2%, -1%, 9, 1%, 4%, -3%, -3%, 3%, -7%, 1%
#10 Cc1[nH]c(=O)[nH]c(=O)c1NC(=O)CSc1ncccc1-c1nc2ccccc2[nH]1
  ?, -2%, -10%, 1, 12%, -4%, -2%, 5%, -12%, 2%, ?
#11 COc1ccccc1NS(=O)(=O)c1ccc(C)c(C(=O)NCC(c2ccco2)N2CCCCC2)c1 (centres undefined)
  -8%, -2%, -4%, -1, -20%, 3%, 0%, 0%, ·, ·, 1%
#12 Cc1ccc(Cl)cc1N1CCN(C(=O)C2CCN(c3nnc(-n4cccc4)s3)CC2)CC1
  8.2µM*, -11%, -1%, 3, 3%, -3%, -19%, -25%, 11µM*, 38%, 1%
#13 Cc1nnc(SCC(=O)Nc2ccc3[nH]c(=O)[nH]c3c2)s1
  11%, -5%, ·, 7, ·, ·, -2%, -12%, ·, ·, 4%
#14 CC1C/C(=N\NC(=O)c2ccc(NS(=O)(=O)c3ccc(Br)cc3)cc2)CC(C)(C)C1 (centres undefined)
  3%, -2%, 0%, -1, 24%, -14%, -1%, -1%, 5%, -9%, ?
#15 O=c1nc(N/N=C/c2ccccn2)cn[nH]1
  ?, -1%, -40%, 3, -1%, ?, -17%, -25%, 26%, ?, 4%
#16 COc1ccc(/C=N\n2nnc3ccccc32)cc1
  ?, -6%, -20%, -1, 2%, 16%, 0.32µM*, 0.22µM*, ?, ?, 0.19µM*
#17 CC(C)=CC(=O)OCC(=O)Nc1ccc(SC(F)F)cc1
  12%, 2%, -6%, -12, 3%, -3%, -2%, 1%, -24%, 0%, ?
#18 Cc1cccc(CS(=O)(=O)Cc2ccc(C(=O)NCc3ccco3)o2)c1
  3%, 1%, -5%, 9, 9%, -1%, -3%, -9%, -5%, ?, 2%
#19 Cc1ccc(SCc2cc(=O)[nH]c(Nc3nc(C)c4cccc(C)c4n3)n2)cc1
  -3%, -1%, 6%, 1, 3%, 7%, 0%, -2%, 3%, -32%, 1%
#20 Cc1cc(C)c(CN2CCCC(CNC(=O)c3ccc(F)cc3)C2)c(-n2cccn2)c1 (centres undefined)
  2%, 0%, -7%, -111*, -10%, -7%, 0%, -5%, 3%, -20%, 2%
#21 CCc1ccc(-c2cc(C)no2)cc1S(=O)(=O)N1CCN(c2ccc(C(C)=O)cc2)CC1
  ?, 2%, ·, -10, ·, 165%[activator], -8%, -11%, -6%, 4%, 0%
#22 O=C(Nc1nnc(SCC(=O)N2CCCc3ccccc32)s1)c1ccc2ccccc2c1
  ?, 9%, 4%, -7, ?, 181%[activator], ?, 2.8µM*, 5.6µM*, 6.3µM*, 1.2µM*
#23 O=C(O)CSc1nnc(-c2ccncc2)n1CCc1ccccc1
  -2%, -1%, -1%, -1, 10%, -5%, 1%, ?, -2%, 27%, 2%[2.3 µM]
#24 Cc1ccc(C(=O)N2CCN(c3cccc(C)c3C)CC2)cc1S(=O)(=O)N1CCOCC1
  -17%, -4%, ·, 0, ·, ·, -8%, -3%, ·, ·, ·
#25 CCN(CC)C(=O)CSc1nc2[nH]ncc2c(=O)[nH]1
  ?, -4%, -2%, 9, -4%, 0%, -6%, -7%, -2%, -6%, -1%
#26 c1ccc2c(c1)oc1c(NCC3CCCO3)ncnc12 (centres undefined)
  ?, -2%, 1%, -2, 0%, -9%, -4%, 11%, -1%, ?, 17µM*
#27 Nc1cc(Cl)ccc1N1C(=O)CCC1=O
  ?, ?, -3%, -2, 19%, 10%, -1%, -1%, -8%, 0%, -5%
#28 CN(CC(=O)Nc1ccccc1C(F)(F)F)CC(=O)N1CCCCCC1
  3%, 7%, ·, -14, ·, ·, 0%, 12%, ·, ·, 0%
#29 COn1c2c(c3c4nonc4ccc31)CCCC2
  0%, 1%, -8%, -11, ?, ?, 4%, 3%, 13%, 16%, 2%
#30 Cc1ccc(NC(=O)c2cccs2)cc1S(=O)(=O)Nc1cccc(Cl)c1
  ?, ?, -2%, -11, ?, -9%, -1%, -4%, ?, 44%, -6%
#31 COc1ccc(NC(=O)NNC(=O)COc2ccc3cc(Br)ccc3c2)cc1OC
  -4%, -2%, -1%, -2, ·, 52%[activator], 0%, 11%, -2%, -24%, -1%
#32 COc1ccc(-c2cc(C(=O)c3c(N)n(C)c(=O)n(C)c3=O)c3ccccc3n2)cc1OC
  ?, -7%, 4%, -1, 13%, 10%, 9%, 24%, 0%, -6%, 9.5µM*
#33 CCOc1cccc(CN2CCC(n3nccc3NC(=O)CCCc3ccccc3)CC2)c1
  6.5µM*, -2%, -1%, -36, ·, -7%, -1%, -10%, 4%, 17%, -1%
#34 C=Cc1ccc(C(=O)NC2CCCN(Cc3ccccc3F)C2)cc1 (centres undefined)
  -6%, -8%, -5%[11.5 µM], -14, 3%, -2%, -1%, 2%, 0%, 4%, -14%
#35 CCc1nc2ccc(C(=O)NCc3ccco3)cc2nc1CC
  -22%, 0%, 24%, -11, -8%, 13%, 1%, 2%, 5%, -27%, 5%[2.3 µM]
#36 CCOC(=O)c1sc(-c2ccc(C)cc2)c(C#N)c1C
  ?, 4%, -7%, -9, -8%, -13%, -2%, -6%, 5%, 16%, -3%
#37 CC(C)OC(=O)c1ccc2nc3ccccc3nc2c1
  ?, 3%, ·, 1, ?, ?, 2.8µM*, 0.71µM*, -22%, -17%, 1.7µM*
